PLC-beta3 inh: human PLC-beta3 inhibitors, primary screen, biochemical, fluorescence | 1-phosphatidylinositol 4,5-bisphosphate phosphodiesterase beta-3 (Homo sapiens), Q01970 | AID 720704, 2013 | inhibition, % at 12.2 µM | Purified PLC-beta3, fluorogenic substrate | 370,000 compounds, 0.18% hits; in the data active means inhibition above about 11%;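 further: 0% = median of compound wells on plate and 100% = full blocker control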
DAX1 inh-1: DAX1 (NR0B1) inhibitors on StAR promoter, primary screen, cell-based, luminescence, SF-1 (NR5A1), full-length DAX-1; 370,000 compounds, 1.1% hits; AID 652010, 2013; inhibition, % at 6.8 µM; HEK293T StAR-luciferase reporter, SF-1/DAX-1 repression relief;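 active means inhibition above the mean over all tested compounds plus 3 SD, cut at about 3.6% in these data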;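 further: 0% = DAX-1 cells with DMSO and 100% = cells lacking DAX-1 with DMSO; higher inhibition means more luminescence from relief of DAX-1 repression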
HGIII-sPLA2 inh: human group III sPLA2 inhibitors, primary screen, biochemical, QFRET, BODIPY PC-A2 liposome substrate; AID 743126, 2013; QFRET BODIPY PC-A2 liposome hydrolysis, fluorescence; 370,000 compounds, 0.56% hits; Group 3 secretory phospholipase A2 (Homo sapiens), Q9NZ20; inhibition, % at 12.2 µM;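 active means inhibition above mean plus 3 SD of compounds lying within the high and low control bounds, cut at about 19% in these data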;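 further: 0% = median of test compound wells and 100% = no enzyme DMSO wells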
Target sequence (Q9NZ20 whole entry, looked up): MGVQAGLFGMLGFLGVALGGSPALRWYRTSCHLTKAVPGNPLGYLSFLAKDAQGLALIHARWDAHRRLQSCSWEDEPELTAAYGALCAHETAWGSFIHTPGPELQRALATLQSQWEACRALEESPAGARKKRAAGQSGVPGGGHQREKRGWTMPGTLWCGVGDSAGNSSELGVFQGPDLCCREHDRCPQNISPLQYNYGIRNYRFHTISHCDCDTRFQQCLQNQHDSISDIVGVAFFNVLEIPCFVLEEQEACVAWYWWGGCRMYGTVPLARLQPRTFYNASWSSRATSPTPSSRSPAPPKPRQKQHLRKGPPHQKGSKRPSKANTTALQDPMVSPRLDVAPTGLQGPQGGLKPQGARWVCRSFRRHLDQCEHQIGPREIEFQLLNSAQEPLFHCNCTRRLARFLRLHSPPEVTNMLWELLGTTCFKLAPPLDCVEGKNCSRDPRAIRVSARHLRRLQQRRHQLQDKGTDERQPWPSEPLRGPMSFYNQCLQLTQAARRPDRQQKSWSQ
DAX1 inh-2: DAX1 (NR0B1) inhibitors, primary screen, cell-based, HEK293, Gal4-DAX1, luciferase luminescence. HEK293 Gal4-DAX1 luciferase reporter. 340,000 compounds, 0.99% hits. inhibition, % at 6.75 µM. Nuclear receptor subfamily 0 group B member 1 (Homo sapiens), P51843. AID 504766, 2011;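 active means inhibition above the mean over all tested compounds plus 3 SD, cut at about 4.2% in these data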;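 further: 0% = DAX1-transfected cells with DMSO and 100% = empty-vector control cells with DMSO; inhibition shows as a rise in luminescence from relieved DAX1 repression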
Target sequence (P51843 207-470 limits assumed): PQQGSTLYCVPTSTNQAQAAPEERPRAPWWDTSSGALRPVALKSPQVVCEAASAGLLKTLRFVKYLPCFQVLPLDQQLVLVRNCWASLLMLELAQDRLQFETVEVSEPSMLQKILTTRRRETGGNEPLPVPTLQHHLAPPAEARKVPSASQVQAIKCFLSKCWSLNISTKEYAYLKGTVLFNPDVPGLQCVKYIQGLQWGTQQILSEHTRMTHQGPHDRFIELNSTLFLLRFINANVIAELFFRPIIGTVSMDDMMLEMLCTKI
hcDAF-12 act: H. contortus DAF-12 nuclear receptor activators, primary screen, cell-based, luminescence, HEK293, lit1-tk-luc reporter | HEK293 hcDAF-12 lit1-tk-luc reporter; 0% DMSO, 100% Δ7-dafachronic acid | activation, % at 6.8 µM | 370,000 compounds, 1.4% hits | AID 652067, 2013;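 active means activation above the mean of all tested compounds plus 3 SD, cut at about 5.5% in these data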;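 further: 100% = response to 3 µM Δ7-dafachronic acid high control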
PLCg1 inh: PLC-gamma1 enzyme inhibitors, primary screen, biochemical, fluorescence, purified enzyme; 1-phosphatidylinositol 4,5-bisphosphate phosphodiesterase gamma-1 (Homo sapiens), P19174; fluorogenic substrate; inhibition, % at 12.2 µM; 370,000 compounds, 0.84% hits; AID 720700, 2013; in the data active means inhibition above about 9.5%
ADAM17 inh: ADAM17 inhibitors, primary screen, biochemical, QFRET; inhibition, % at 6.95 µM; recombinant ADAM17, EDANS/DABCYL FRET peptide cleavage; 370,000 compounds, 0.83% hits;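 active means inhibition above the mean of compounds lying between control limits plus 3 SD, set per campaign, cut at about 8.5% in these data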;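 further: 0% = DMSO-only wells as the low control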
hgDAF12 agonist: H. glycines DAF-12 receptor agonists, primary screen, cell-based, luminescence, HEK293, GAL4 fusion, UAS-luciferase. 370,000 compounds, 1.8% hits. AID 687014, 2013. Nuclear hormone receptor DAF-12 (Heterodera glycines), GAL4 fusion. HEK293 GAL4-hgDAF12 UAS-luciferase reporter, agonist luminescence; normalized to butyrate control. activation, % at 6.8 µM;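 active means activation above a cutoff set at the mean of all screened compounds plus 3 SD, cut at about 10% in these data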;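 further: 0% = DMSO wells and 100% = sodium butyrate wells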
ADAM10 inh: human ADAM10 inhibitors, primary screen, biochemical, QFRET, HTS | inhibition, % at 7 µM | Disintegrin and metalloproteinase domain-containing protein 10 (Homo sapiens), O14672 | 370,000 compounds, 0.62% hits | recombinant ADAM10, EDANS/DABCYL FRET peptide cleavage, 3 h | AID 720582, 2013;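 active means inhibition above a per-campaign cutoff equal to the mean of compounds falling between control-based bounds plus 3 SD, cut at about 20% in these data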;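 further: 0% = DMSO wells while the 100% control is not disclosed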
ssDAF-12 act: S. stercoralis DAF-12 nuclear receptor activators, primary screen, cell-based, luminescence, HEK293, GRIP1 co-expression, lit1-tk-luc. 370,000 compounds, 1% hits. Nuclear hormone receptor DAF-12 (Strongyloides stercoralis). AID 652126, 2013. activation, % at 6.8 µM. HEK293 ssDAF-12/GRIP1 lit1-tk-luc reporter; % of 3 µM dafachronic acid response;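 active means activation above the mean over all tested compounds plus 3 SD, cut at about 0.9% in these data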;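 further: 0% = DMSO-only wells and 100% = 3 µM delta7-dafachronic acid wells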
FXN GAA850 act: FXN promoter activators, primary screen, cell-based, luciferase luminescence, HEK293 lucGAA850 | 360,000 compounds, 0.56% hits | HEK293 lucGAA850 FXN promoter luciferase reporter, 24 h; percent of 10 µM SAHA response | activation, % at 6 µM;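 active means activation above the average of all compounds screened plus 3 SD, cutoff fixed separately per campaign, cut at about 7.5% in these data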;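 further: 0% = DMSO wells and 100% = 10 µM SAHA wells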
* hit, by the source's call; i = inactive; · = not tested or not shown.

Start of the data: the first two records, to show the layout:
Order of results: PLCg1 inh	ADAM17 inh	PLC-beta3 inh	hgDAF12 agonist	DAX1 inh-1	hcDAF-12 act	ssDAF-12 act	ADAM10 inh	FXN GAA850 act	DAX1 inh-2	HGIII-sPLA2 inh
C=CCN1C=C(C(=O)OCC)C(=O)CC1
    0	-6	-3	4.0	0.4	-1.2	-1.1	-17	·	·	7
CCCCNC(=O)c1onc(CSc2nc3ccccc3[nH]2)c1C(=O)NCCCC
    4	5	8	-1.9	0.7	-1.8	-0.8	12	-3.6	0.3	-22

Main list, repeating the preview:
Order of results: PLCg1 inh	ADAM17 inh	PLC-beta3 inh	hgDAF12 agonist	DAX1 inh-1	hcDAF-12 act	ssDAF-12 act	ADAM10 inh	FXN GAA850 act	DAX1 inh-2	HGIII-sPLA2 inh
C=CCN1C=C(C(=O)OCC)C(=O)CC1
    0	-6	-3	4.0	0.4	-1.2	-1.1	-17	·	·	7
CCCCNC(=O)c1onc(CSc2nc3ccccc3[nH]2)c1C(=O)NCCCC
    4	5	8	-1.9	0.7	-1.8	-0.8	12	-3.6	0.3	-22
COc1ccc2c(C)cc(=S)[nH]c2c1
    -6	-15	-7	-0.6	0.4	0.1	-0.2	-22	4.4	0.1	8
N#Cc1cccnc1N1CCN(C(=O)COCC(=O)O)CC1
    -13	-24	-29	1.0	-0.1	0.4	-0.3	-111	2.8	4.0	1
Cc1ccccc1-n1c(SCC(=O)O)nc2sc3c(c2c1=O)CCCC3
    2	-4	-3	-2.3	0.4	-1.5	-1.1	-4	-0.9	-0.3	-3
Cc1ccc(C(=O)Nc2cccnc2N2CCN(C)CC2)cc1
    1	-1	-2	-3.2	0.5	-0.2	-2.1	0	-0.6	-0.9	-7
O=C(CN1C(=O)CS/C1=C\c1nc(-c2ccc(Cl)cc2)cs1)Nc1cccnc1Cl
    -3	-5	-2	0.8	-0.3	-0.1	-0.9	-6	3.4	1.2	2
CCC1(C)Cc2c(C#N)c(N)sc(=S)c2CO1 (stereo unspecified)
    -26	-10	-29	0.2	-0.7	-0.9	-0.4	-60	-0.4	1.2	5
C[C@@H](C(=O)NCCc1ccc(F)cc1)N1C(=O)N2CCc3c([nH]c4ccccc34)[C@@]2(C)C1=O
    0	4	3	-4.8	-1.9	-3.3	-1.1	0	2.9	-1.2	-38
CCOCCCn1c(SC(C)C(=O)NCC2CCCO2)nc2sc(C)c(C)c2c1=O (stereo unspecified)
    6	-1	-2	-5.7	-2.3	-1.2	-1.0	-2	1.5	0.3	0
O=C(CCc1ccccc1)N[C@H]1[C@@H](OC(=O)c2cccnc2)CCC[C@@]12C(=O)N(Cc1ccccc1)c1ccccc12
    6	0	5	-7.8	-2.0	-4.7	-2.0	4	·	·	-2
O=C(CCCOc1ccc(Cl)cc1)NC1CCCCC1
    1	-3	-2	-0.3	-0.2	-2.0	-1.5	3	-0.5	-1.0	13
CCOCCCNC(=O)c1ccc2c(c1)ncn2-c1ccccc1OC
    -1	-5	-9	-0.4	-0.4	-2.1	-1.1	0	4.2	1.1	-4
O=C(NCCc1cn2cccnc2n1)C1CCC(=O)N(Cc2ccccc2F)C1 (stereo unspecified)
    -334	-285	-456	-1.3	0.0	-0.1	-0.9	i	0.8	0.5	0
CC(C)CC(c1nnnn1Cc1ccccc1)N1CCN(C(=O)c2ccco2)CC1 (stereo unspecified)
    0	-5	-1	-1.4	-0.2	-1.1	-1.4	-3	-0.1	1.3	-3
Cc1cccc(Cn2cc(CN3CC(N4CCN(CCOC(=O)c5cc6ccccc6o5)CC4)CS3(=O)=O)nn2)c1 (stereo unspecified)
    -2	-9	-5	-1.3	0.1	0.5	-0.4	-13	·	·	15
O=C1Cc2cc([N+](=O)[O-])ccc2N1c1c(Cl)cccc1Cl
    0	-1	-3	-1.5	0.1	-0.2	-0.5	0	3.3	-1.4	1
O=C(O)CSc1nnc(COc2cccc3ccccc23)o1
    -5	-8	-14	-0.4	-0.1	-1.6	-1.5	-1	0.7	-1.8	4
COc1ccc(CNC(=O)CN(c2ccc(OC)c(Cl)c2)S(=O)(=O)c2ccc(C)cc2)cc1
    2	-2	-7	0.9	-1.1	-1.1	-1.6	5	-3.6	-0.6	-14
Cc1cc(N2C(=O)C3C4C=CC(C4)C3C2=O)no1 (stereo unspecified)
    -1	-1	1	-1.0	-0.2	0.1	-1.5	0	-1.4	0.0	-2
O=c1cc(-c2ccccc2)[nH][nH]1
    -11	2	-15	-1.4	0.0	1.1	-1.9	-20	1.6	-1.9	-27
Oc1ccc(/C=N/Nc2nc(-c3ccccc3F)nc3ccccc23)c(O)c1
    -3	-5	-15	5.8	-2.2	-2.1	-1.8	-6	-1.6	-2.4	4
O=C(CN1C(=O)c2ccccc2C1=O)NCCc1c[nH]c2ccccc12
    1	2	0	2.2	-1.0	2.2	0.1	0	-0.7	1.6	-22
CC(C)(C)OC(=O)N1CCC2CCN(S(=O)(=O)c3ccccc3)CC21 (stereo unspecified)
    2	-5	1	-2.9	0.2	-1.4	-1.3	-10	·	·	3
COc1cccc(NC(=O)NNC(=O)C(C)Oc2ccc3ccccc3c2)c1 (stereo unspecified)
    1	-2	-5	0.2	-0.9	0.3	-1.4	-4	1.6	-0.2	-35
O=Cc1ccc(N2CCCC2)c([N+](=O)[O-])c1
    3	0	4	1.7	-0.6	-0.5	-0.6	-6	0.5	-0.2	1
Cc1cc2n(n1)C(c1cn(-c3ccccc3)nc1C)Nc1c(C)cccc1-2 (stereo unspecified)
    -21	-48	-36	-0.6	-0.9	-0.8	-1.0	-150	2.1	0.3	-2
Cn1c(=O)c([N+](=O)[O-])c(N2CCSCC2)c2ccccc21
    0	-2	5	-0.4	-0.6	-1.9	-2.1	1	-0.9	-0.8	-5
CCc1nc2ccc(C(=O)N3CCN(S(=O)(=O)CC)CC3)cn2c1N(CCC(C)C)CCN(C)C
    -7	-10	-7	-0.8	-0.3	0.0	-1.0	-25	-2.0	·	15
COC(=O)CN1C(=O)[C@H]2[C@@H](C3CC3)N3C(=O)CN(CCO)C(=O)[C@@]3(Cc3ccccc3)[C@H]2C1=O
    -1	-6	0	0.7	0.3	-1.4	-1.1	-7	0.3	2.0	1
CCc1cc(=O)oc2cc(C)c(CN3CCCC(C)C3)c(O)c12 (stereo unspecified)
    -25	-9	-36	-2.8	0.2	-2.1	-1.8	-15	1.1	1.5	3
Brc1ccc(-c2nnc3sc(CNCc4ccc5c(c4)OCO5)cn23)cc1
    1	-4	1	1.4	-0.1	-1.2	-0.8	-18	0.8	0.9	9
C[C@@H]1CCCCO[C@H](CN(C)S(=O)(=O)c2cccs2)[C@@H](C)CN([C@H](C)CO)C(=O)c2cc(NC(=O)C3CCCCC3)ccc2O1
    1	1	2	0.2	-0.1	1.9	-1.3	2	-1.0	3.0	-6
COc1cc(/C(C)=N/NC(=O)CN2CCN(S(=O)(=O)c3ccc(C)cc3)CC2)ccc1O
    -3	-6	-4	0.0	-0.1	1.1	-1.1	-3	-0.8	2.5	-5
CCN(CC)S(=O)(=O)c1ccc(-c2nnc(SCc3nnc(-c4ccccc4)o3)o2)cc1
    0	-1	5	-1.4	-0.1	-1.2	-1.4	3	-0.4	-1.5	4
Cc1ccsc1C(=O)Nc1ccccc1N1CCCC1
    -5	-4	-13	1.3	-0.9	-0.2	-0.5	-8	-1.7	-0.7	1
CC(c1ccncn1)N(C)Cc1nc(-c2ccc(C(F)(F)F)cc2)no1 (stereo unspecified)
    0	1	1	1.6	0.4	-0.9	-1.5	3	-1.7	-1.7	6
CC(OC(=O)CNC(=O)c1ccco1)C(=O)N(C)c1ccccc1 (stereo unspecified)
    -2	-1	-2	5.2	-0.2	0.6	-1.5	-11	-0.5	0.7	3
NC(=O)C1CCN(Cc2nnnn2Cc2ccco2)CC1
    -2	-3	1	0.3	0.0	-0.8	-1.3	0	-0.2	0.5	4
CCC(C)NC(=O)C1c2ccccc2Oc2ccccc21 (stereo unspecified)
    -2	-4	0	-2.8	-0.2	-1.8	-1.4	-3	1.0	0.9	2
c1ccc(-c2cn(-c3ccccc3)c3[n+]2CCS3)cc1
    -2	-3	-4	-5.3	-2.7	-2.5	-2.8	-3	0.9	-1.8	-1
CCOc1ccccc1C(=O)NCC(=O)N1CCC(C)CC1
    -1	4	-8	3.2	-0.1	-0.3	-1.5	-12	1.3	-0.4	11
COc1ccc(C)cc1NC(=O)c1ccc(NC(=O)CC2SC(N3CCCC3)=NC2=O)cc1 (stereo unspecified)
    0	-3	-1	-1.7	-0.5	-1.2	-1.2	-4	2.6	-1.2	0
C=CCn1c(SCc2cc(=O)n3ccsc3n2)nc2cc(Cl)ccc2c1=O
    0	1	0	1.9	0.4	0.7	-1.5	3	1.7	-1.2	-4
N#CC(=C1SC=CS1)c1nc(-c2ccccc2)cs1
    -2	-2	1	8.1	1.8	5.7*	0.2	10	6.6	1.4	-1
CCOC(=O)[C@]12CCC=C1N(Cc1cccc3ccccc13)C(=O)[C@H](CC(=O)NCCCCc1ccccc1)C2
    -3	1	-4	-2.1	1.5	-0.1	-1.3	8	·	·	-20
CCCNC(=O)C1CC(=O)N(c2ccc(OCc3ccc(Cl)cc3)cc2)C1 (stereo unspecified)
    2	3	-8	15*	3.4	5.5	0.3	-2	6.1	1.1	6
COc1ccc(CCn2c(C)cc(C(=O)COC(=O)c3cnccn3)c2C)cc1
    1	-3	-5	-0.6	-1.4	0.7	-1.0	10	-0.9	0.1	1
COc1cccc(CNC(=O)CCCCCn2c(=S)[nH]c3ccc(N4CCOCC4)cc3c2=O)c1
    -105	-1	-130	4.3	0.7	0.9	-0.5	-26	·	·	6
Cc1oc2c(O)c(O)ccc2c(=O)c1-c1ccc(Cl)cc1
    2	2	-7	0.8	-0.2	-2.3	-1.9	12	4.0	-0.6	7
COc1cccc(NC2c3ccccc3C(=O)N2Cc2ccccc2Cl)c1 (stereo unspecified)
    7	12*	-3	2.4	-0.4	-0.4	-1.1	13	2.1	0.4	-4

From PubChem
